SENP1 FRET inh: blocks the human SENP1 SUMO protease catalytic domain. Q9P0U3. recombinant SENP1 catalytic domain, CyPet-SUMO1-YPet FRET cleavage. inhibition, % at 10 µM. 360,000 tested, 0.21% active. AID 624204;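 active = inhibition at least 30% at 10 µM, raw YFP signal under a set limit, fluorescence ratio 0.5 to 1.5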;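 also: 0% = enzyme with DMSO and 100% = no enzyme wells; some results filed as inactive read as strong as hits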
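Assay system – human recombinant His6-tagged SENP1 catalytic domain enzyme · Input – SENP1 enzyme, 20 pM final · Buffer or medium – Tris pH 8 buffer plus EDTA, NaCl, BME, BSA, NP40, catalase · Schedule – 50 min reaction at room temperature · Technique – FRET read of cyan and yellow fluorescence · Control set – no-enzyme wells low, DMSO-plus-enzyme wells high control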
beta cell repl: induces beta-cell replication in MIN6 cells; MIN6 cells proliferation, ATPlite luminescence, 48 h; cells starved in 0.2% serum; 100% = growth in 10% serum; proliferation, % at 10 µM; 330,000 tested, 0.29% active; AID 2380;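 active = compounds whose signal lies at least 3.5 SD above the mean of all wells on their plate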;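 also: 0% = DMSO-treated cells in low-serum medium and 100% = 10% serum control; some compounds called inactive have numbers as strong as hits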
SENP7 inh: SENP7 protease inhibition. Q9BQF6. recombinant SENP7, Z-RLRGG-aminoluciferin luminescence, 40 min. inhibition, % at 5 µM. 330,000 tested, 1.5% active. AID 434973;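 active = inhibition above about 50% at the single test dose, limit read from the data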;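 also: plate controls were DMSO with enzyme for no effect and no enzyme buffer wells for full effect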
Target sequence (Q9BQF6 706-1050 limits assumed): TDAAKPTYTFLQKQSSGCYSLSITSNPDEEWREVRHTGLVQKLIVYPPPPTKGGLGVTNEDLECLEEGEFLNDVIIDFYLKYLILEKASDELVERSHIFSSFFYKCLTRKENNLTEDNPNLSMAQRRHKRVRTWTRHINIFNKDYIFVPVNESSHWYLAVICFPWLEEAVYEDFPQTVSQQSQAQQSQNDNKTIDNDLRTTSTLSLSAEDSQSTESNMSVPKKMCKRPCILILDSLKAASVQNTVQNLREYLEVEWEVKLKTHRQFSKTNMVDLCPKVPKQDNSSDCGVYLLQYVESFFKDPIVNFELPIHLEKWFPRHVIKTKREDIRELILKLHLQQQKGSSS
UBC13 polyUb: inhibitors of human UBC13 polyubiquitin chain formation | inhibition, % at 20 µM | TR-FRET | P61088 | 330,000 tested, 0.47% active; in the data active = inhibition above about 45%, passing the limit was not always enough
PfG6PD inh: PfG6PD (Plasmodium falciparum) enzyme inhibition; inhibition, % at 20 µM; 350,000 tested, 0.78% active; PfGluPho enzyme, NADPH resazurin-diaphorase fluorescence;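 active = inhibition reaching at least a set limit at 20 µM in the primary screen, cut at about 59% in these data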;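 also: 0% = DMSO wells with substrate and 100% = DMSO wells lacking glucose-6-phosphate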
SENP8 block-1: SENP8 protease inhibition; AID 2540; purified SENP8, Z-RLRGG-aminoluciferin cleavage, luminescence; Q96LD8; 330,000 tested, 1.2% active; inhibition, % at 10 µM; in the data active = inhibition above about 50%
Target sequence (Q96LD8 whole entry, looked up): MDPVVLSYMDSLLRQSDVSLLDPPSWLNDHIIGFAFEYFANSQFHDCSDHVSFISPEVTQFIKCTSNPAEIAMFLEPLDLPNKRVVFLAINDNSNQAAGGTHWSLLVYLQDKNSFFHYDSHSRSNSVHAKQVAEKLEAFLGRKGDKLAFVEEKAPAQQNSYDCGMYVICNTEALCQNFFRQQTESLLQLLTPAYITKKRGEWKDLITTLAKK
SENP8 block-2: inhibitors of human SENP8 protease | Q96LD8 | recombinant SENP8, Nedd8 substrate fluorescence | inhibition, % at 20 µM | 360,000 tested, 0.64% active | AID 602440; in the data active = inhibition mostly above about 40%, no sharp cut-off; inactive = mostly below about 27%
HKDC1 inhibitor: inhibitors of human hexokinase HKDC1 | inhibition, % at 20 µM | Q2TB90 | recombinant HKDC1, G6PDH/diaphorase resazurin coupled fluorescence | 340,000 tested, 0.16% active;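 active = inhibition above about 35% when tested at 20 µM, limit read from the data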;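 also: plate controls were DMSO wells with enzyme for no effect and DMSO wells lacking enzyme for full effect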
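Assay system: in-house recombinant HK5 (HKDC1) enzyme. Input: HKDC1 at 5 µg/mL. Medium: Tris pH 8.0 buffer with MgCl2, Tween-20, BSA, BME. Dosing: single 20 µM dose. Schedule: 90 min reaction incubation at room temperature, dark. Signal: resazurin-to-resorufin fluorescence via G6PDH and diaphorase coupling, 525/613 nm. Controls: DMSO-enzyme wells negative, buffer-substituted wells positive.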
SENP6 block: blocks the human protease SENP6; Q9GZR1; Recombinant SENP6 catalytic domain, aminoluciferin luminescence; inhibition, % at 10 µM; 330,000 tested, 1.8% active; AID 2599;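 active = inhibition above about 50% at the single tested dose, limit read from the data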;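 also: plate controls were DMSO wells with enzyme for no effect and DMSO wells lacking enzyme for full effect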
Target sequence (Q9GZR1 628-1112 limits assumed): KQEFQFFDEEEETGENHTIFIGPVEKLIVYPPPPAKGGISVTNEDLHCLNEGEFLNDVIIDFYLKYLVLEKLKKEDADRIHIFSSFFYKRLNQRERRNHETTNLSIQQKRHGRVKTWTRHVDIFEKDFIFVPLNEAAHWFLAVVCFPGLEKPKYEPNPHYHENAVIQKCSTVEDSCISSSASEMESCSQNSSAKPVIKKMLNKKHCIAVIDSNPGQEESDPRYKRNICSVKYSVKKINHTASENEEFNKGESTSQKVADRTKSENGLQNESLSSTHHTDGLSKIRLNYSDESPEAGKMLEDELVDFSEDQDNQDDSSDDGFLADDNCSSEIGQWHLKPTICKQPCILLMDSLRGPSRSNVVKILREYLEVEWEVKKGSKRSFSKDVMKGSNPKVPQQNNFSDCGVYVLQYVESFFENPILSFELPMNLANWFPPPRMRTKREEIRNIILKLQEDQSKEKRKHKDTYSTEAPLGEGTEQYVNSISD
An asterisk follows results filed as active; . = not tested or not shown.

SMILES	SENP1 FRET inh	beta cell repl	SENP7 inh	UBC13 polyUb	PfG6PD inh	SENP8 block-1	SENP8 block-2	HKDC1 inhibitor	SENP6 block
N#Cc1cccc(NC(=O)CC2CCCCC2)c1	1	-2	2	8	13	4	6	-12	12
Cc1cccc2cc3c(N)c(C(=O)N4CCCc5ccccc54)sc3nc12	58	-6	-2	-37	25	-5	20	-5	-20
CC1CCCC(NS(=O)(=O)c2cc3c(cc2Cl)NC(=O)CO3)C1C (stereo not given)	4	-5	6	-2	-5	7	5	-1	5
N#CCCN(C(=O)COC(=O)CCc1nc2ccccc2c(=O)[nH]1)c1ccc(F)cc1	0	-1	8	-1	-14	-9	2	-1	2
NS(=O)(=O)c1ccc(CCNC(=O)C(=O)c2cn(CC(=O)N3CCOCC3)c3ccccc23)cc1	0	-2	-3	-1	5	-5	-7	0	15
Cc1ccc(NC(=O)CS(=O)CC(=O)N(c2ccc(C)cc2)C(C)C(=O)NC2CCCCC2)cc1 (stereo not given)	1	-1	-4	4	-9	-6	4	-3	-7
Cc1ccc(Cl)cc1N1CCN(C(=O)C2CCN(S(=O)(=O)c3cccnc3)CC2)CC1	1	-2	2	-1	-5	2	9	0	-6
CN1C(=O)CC(C(=O)O)SC1=Nc1cc(Cl)c(O)c(Cl)c1 (stereo not given)	0	-2	4	1	-7	0	-1	6	4
O=C(CNC(=O)c1ccc(Br)o1)NNC(=O)c1ccccc1	1	-4	-13	2	11	-8	10	-7	-6
CC(=O)c1cccc(NC(=S)NCCc2ccc(Cl)cc2)c1	6	-3	-5	-7	9	-6	-3	-5	-8
Cc1ccc([N+](=O)[O-])cc1S(=O)(=O)Nc1cccc(S(=O)(=O)NC2=NCCC2)c1	2	-2	-4	-12	2	4	20	1	2
Cc1cc(C)[n+](C)n1CC(O)Cn1c2ccccc2c2ccccc21 (stereo not given)	-4	2	-7	5	-15	-4	-4	-14	-28
Cc1ccc(CC2(c3ccccc3)NC(=O)NC2=O)cc1 (stereo not given)	6	.	.	.	20	.	29	1	.
COc1ccc(CNC(=O)Cn2ncn3cccc3c2=O)cc1	.	-1	0	4	.	4	.	.	11
CCCCn1c(N)c(N(CCOC)C(=O)c2ccc(-c3ccc([N+](=O)[O-])cc3)o2)c(=O)[nH]c1=O	-10	-5	-2	-14	9	5	-24	3	10
Cc1cc(/C=N\NC(=O)COc2cccc3cccnc23)c(C)n1-c1ccc(Br)cc1	-6	-4	4	-1	8	-3	-16	1	-9
Cn1nc(C(C)(C)C)cc1C(=O)NNC(=O)c1ccc(C(F)(F)F)cc1	0	-1	1	11	-15	-2	14	-3	-2
Cc1c2c(nc3ccccc13)CCC(C(C)(C)C)C2 (stereo not given)	-3	-5	2	-3	1	2	4	-3	37
O=C(O)c1ccc(N/N=C/c2ccc(-c3ccc(Br)cc3)o2)cc1	-23	-3	0	6	-9	-7	-326	4	-3
O=c1cc(-c2cccc(Br)c2)nc(-c2ccccc2F)o1	2	0	-9	-12	0	-10	-11	31	-24
Cc1c(C(=O)N2CCCCC2C)sc2ncnc(N3CCc4ccccc4C3)c12 (stereo not given)	1	1	-1	2	-22	4	9	-5	3
CC(C)Cn1c(N)c(C(=O)COC(=O)c2cccnc2Cl)c(=O)n(C)c1=O	2	-3	1	-11	10	-5	-2	10	9
C=C(C)Cn1c(=S)[nH]c2ccccc2c1=O	0	1	12	3	4	7	19	0	-11
CC(=O)c1ccc(OCCCC(=O)Nc2ccc(C)c(S(=O)(=O)N(C)C)c2)cc1	2	0	5	4	-6	-6	11	0	-6
O=C(CNS(=O)(=O)c1ccccc1)N/N=C/c1ccccc1[N+](=O)[O-]	2	-2	-1	-3	10	1	4	3	-14
SMILES	SENP1 FRET inh	beta cell repl	SENP7 inh	UBC13 polyUb	PfG6PD inh	SENP8 block-1	SENP8 block-2	HKDC1 inhibitor	SENP6 block
CSc1cccc(NC(=S)N(CCC(C)C)C(C)c2ccncc2)c1 (stereo not given)	1	-1	6	5	-6	3	23	12	1
O=C(COC(=O)c1cc(=O)[nH]c(=O)[nH]1)Nc1cccc(Cl)c1	3	1	-3	66*	-6	-8	5	-3	-15
CONC(=O)c1cc(OCC(F)(F)F)ccc1OCC(F)(F)F	0	1	-3	6	-6	12	21	-8	3
O=C(Nc1ccsc1C(=O)O)c1cccc(Oc2ccccc2)c1	0	-6	28	-5	-13	91*	15	3	93*
CC1(C)Cc2c(C#N)c(OCC(=O)c3ccc(Cl)cc3)nc(-c3ccco3)c2CO1	-25	-1	-7	17	1	-6	-58	-7	-12
Cn1c(COc2ccccc2)nnc1SCC(=O)Nc1nnc(C2CC2)s1	-1	.	.	.	1	.	-8	-3	.
Cc1ccc(S(=O)(=O)N2CCC(C(=O)Nc3ccc4c(c3)OCO4)CC2)cc1	3	-2	-8	-10	-12	-3	19	3	-17
CCCC[C@@H]1C=C(C(=O)O)[C@H](c2ccc(C#N)cc2)N1S(=O)(=O)c1ccc(C)cc1	0	-3	6	-20	-2	5	3	15	12
CCOc1ccccc1C(=O)NC1CCNCC1	-2	-1	5	-6	-10	-9	27	0	-1
Cc1cc(C)nc(Nc2cccc3ccccc23)n1	0	-1	-8	-4	2	-14	2	-7	12
Cc1ccc(S(=O)(=O)/N=C(/c2ccc(F)cc2)N(C)C)cc1	-1	-2	-6	-3	-12	-5	12	-5	-2
O=c1ccc2ccc(OCc3nnc(-c4ccccc4Br)o3)cc2o1	-5	4	2	6	-10	-2	-89	-10	2
Cc1cc(C)n(-c2nc(-n3nc(C)cc3C)c3c4c(sc3n2)COC(C)(C)C4)n1	.	2	-6	-2	.	-9	.	.	-19
CC(C)CNC(=O)NC(=O)COC(=O)c1cccc(NS(=O)(=O)c2ccc(F)c(F)c2)c1	2	-4	3	6	-24	-3	-6	11	-12
COc1ccc(CNC(=O)CN2C(=O)COc3ccc(S(=O)(=O)N4CCC(C)CC4)cc32)cc1	1	-1	-4	1	-1	1	10	-3	1
COc1ccccc1-n1c(SCC(=O)OC(C)C)nc2cccnc21	-2	-1	-2	10	19	0	10	0	-2
Cc1ccc(NC(=O)CSc2nnc(-c3ccccn3)n2N)cc1F	3	-1	-4	-4	-8	-4	14	-1	-2
CN(C(=O)COC(=O)c1cc([N+](=O)[O-])ccc1Sc1ccccc1)C1CCS(=O)(=O)C1 (stereo not given)	2	-2	-2	3	46	-2	17	-3	-4
CCOC(=O)c1sc(NC(=O)C(CC)Sc2nnc3c4ccccc4n(CC)c3n2)nc1C (stereo not given)	0	-4	8	-10	9	-1	16	4	-5
CCOC(=O)NC(=O)/C(C#N)=C(/C)N(C)C	1	-1	3	-1	2	20	8	-5	-6
CNC(=S)N/N=C/c1c(C(=O)OC)cnn1-c1ccc(F)cc1F	0	-1	-4	-5	68*	9	9	-3	-13
O=C(CSc1ccc(F)cc1)Nc1ccc2c(c1)C(=O)NC2=O	1	-4	-17	-7	-12	-9	10	6	-11
COc1cccc(-c2cc(C(=O)NC3CCCC3)no2)c1	-2	-2	16	0	15	-9	3	-1	26
COC(=O)[C@H](CCSC)NC(=O)Nc1ccc(OC)cc1	1	-3	1	-3	-7	1	14	-5	-1
CC(=O)c1ccc(NC(=O)CSc2nc3nc(C)cc(C)n3n2)cc1	1	1	0	0	22	-8	10	27	-9

An excerpt from above in order of formula weight, falling:
SMILES	SENP1 FRET inh	beta cell repl	SENP7 inh	UBC13 polyUb	PfG6PD inh	SENP8 block-1	SENP8 block-2	HKDC1 inhibitor	SENP6 block
CSc1cccc(NC(=S)N(CCC(C)C)C(C)c2ccncc2)c1 (stereo not given)	1	-1	6	5	-6	3	23	12	1
COc1ccccc1-n1c(SCC(=O)OC(C)C)nc2cccnc21	-2	-1	-2	10	19	0	10	0	-2
Cc1cc(C)nc(Nc2cccc3ccccc23)n1	0	-1	-8	-4	2	-14	2	-7	12
CCOc1ccccc1C(=O)NC1CCNCC1	-2	-1	5	-6	-10	-9	27	0	-1

The list goes on.
SMILES	SENP1 FRET inh	beta cell repl	SENP7 inh	UBC13 polyUb	PfG6PD inh	SENP8 block-1	SENP8 block-2	HKDC1 inhibitor	SENP6 block
CCOc1ccc(Br)cc1S(=O)(=O)N1CCSC1	1	-1	-5	-4	0	0	2	-2	6
CCOC(=O)c1ccc(NC(=O)c2nc[nH]c2C(=O)NC2CCN(C(=O)OC(C)(C)C)CC2)cc1	2	-8	-4	92*	-7	-2	10	1	-4
CC(=O)NNC(=O)c1cc2sccc2s1	2	0	-4	-3	-5	-9	18	-7	-17
CCCC(O)(c1ccc(Cl)cc1)C(CN1CCOCC1)c1ccccc1 (stereo not given)	-2	-5	-11	15	18	-5	7	-3	0
C=CCOc1ccccc1/C=N/NC(=O)c1ccc(Cl)cc1Cl	2	0	0	8	43	-4	12	-4	0
CCN(C[C@H]1N[C@@](C)(C(=O)OC)[C@H]2C(=O)N(Cc3ccccc3)C(=O)[C@@H]12)C(=O)C1CCCCC1	4	-1	-3	-9	-1	-11	6	-1	-35
CCn1c(C)nc2cc(S(=O)(=O)C(F)F)ccc21	2	-3	8	-2	-7	-1	11	5	-4
Cc1noc(C)c1S(=O)(=O)N(CCc1ccccc1)Cc1ccccc1	1	-3	-6	-5	6	-5	10	-1	-21
Cc1nnc(SCC(=O)N2CCN(c3cccc(Cl)c3)CC2)n1C1CC1	4	-3	2	5	6	7	21	-4	9
c1ccc2c(c1)oc1c(Nc3ccc(CN4CCOCC4)cc3)ncnc12	-4	2	-3	-3	-9	-4	-353	6	16
Cc1ccc(OCc2ccc(C(=O)O)o2)cc1C	0	-2	82*	0	-33	84*	26	0	88*
O=C(NCCc1cnn(-c2ccccc2)c1)c1cc(COc2c(F)cccc2F)on1	-2	-4	-5	-20	0	-8	13	-4	-21
COc1ccccc1N1CCN(C(c2cccs2)C(C)NC(=O)C(=O)N2CCOCC2)CC1 (stereo not given)	-1	-5	5	2	10	1	5	-5	-2
O=C(COC(=O)c1ccco1)Nc1cc(S(=O)(=O)N2CCOCC2)ccc1Cl	3	-3	-8	-17	-8	-8	10	-4	16
CC1CCCC(NC(=O)COC(=O)c2ccccc2NC(=O)c2ccco2)C1C (stereo not given)	-4	1	-3	-2	0	1	-270	-2	-21
Cc1nn(C)cc1C(=O)Nc1cc(Oc2ccc(Cl)cc2)cc([N+](=O)[O-])c1	1	-4	10	19	-4	0	13	1	3
COC(=O)c1ccc(NC(=O)C2CCCCC2C(=O)O)cc1 (stereo not given)	3	-2	-4	-1	-6	-2	18	1	9
CCn1c(/C=C/c2ccccc2[N+](=O)[O-])nc2ccccc2c1=O	0	0	3	-1	-4	1	12	10	-17
O=C(N/N=C/c1c(F)c(F)c(F)c(F)c1F)c1ccc(Cn2cc(Br)cn2)o1	2	-5	3	8	8	-4	10	-4	-4
Cc1ccc(C(=O)NCCc2n[nH]c(=S)n2C)cc1	1	0	-1	-8	8	-5	3	-10	-7
C/C(=C/C#N)Nc1ccc(C)cc1	-4	-2	4	2	-2	-3	22	-4	21
CCOC(=O)C1=CN(Cc2ccc(Br)cc2)S(=O)(=O)N(C)C1C (stereo not given)	-1	.	12	.	9	.	16	21	.
C/C(=N\Nc1c(Cl)c(Cl)nc(C(=O)O)c1Cl)c1ccc(O)cc1	1	-2	7	0	-15	2	21	-2	-3
Cc1ccc(C(=O)O)cc1S(=O)(=O)NCC1CCCO1 (stereo not given)	4	0	-4	2	-13	5	16	-8	-11
